Source: PubChem (several laboratories)
GDH-TPI counter – inhibits GDH-TPI coupling enzymes, artifact for Mtb FBA screen | GDH-TPI coupled enzyme counterscreen, NADH absorbance | inhibition, % at 4.8 µM | 360,000 tested, 1.2% active | AID 588335; in the data active = inhibition above about 30%;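 note: 0% = DMSO wells and 100% = wells lacking the enzyme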
Mtb BioA inh – blocks M. tuberculosis BioA enzyme activity. purified M. tuberculosis BioA enzyme, plate reader. inhibition, % at 9.99 µM. 360,000 tested, 0.096% active; in the data active = inhibition above about 40%
Mtb FBA inh – inhibitors of M. tuberculosis fructose-bisphosphate aldolase; purified M. tuberculosis FBA, fluorescence read-out; P9WQA3; 360,000 tested, 2.3% active; inhibition, % at 1 µM; in the data active = inhibition above about 27%;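 note: 0% = vehicle and 100% = reference inhibitor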
Rv3671c protease – inhibits the M. tuberculosis serine protease Rv3671c; P9WHR9; inhibition, % at 5.96 µM; 320,000 tested, 0.048% active; AID 2606; in the data active = inhibition above about 38%;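 note: extracellular domain of Rv3671c used as enzyme; 0% = enzyme with DMSO and 100% = no enzyme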
Target sequence (P9WHR9 whole entry, looked up, the tested form may be a part): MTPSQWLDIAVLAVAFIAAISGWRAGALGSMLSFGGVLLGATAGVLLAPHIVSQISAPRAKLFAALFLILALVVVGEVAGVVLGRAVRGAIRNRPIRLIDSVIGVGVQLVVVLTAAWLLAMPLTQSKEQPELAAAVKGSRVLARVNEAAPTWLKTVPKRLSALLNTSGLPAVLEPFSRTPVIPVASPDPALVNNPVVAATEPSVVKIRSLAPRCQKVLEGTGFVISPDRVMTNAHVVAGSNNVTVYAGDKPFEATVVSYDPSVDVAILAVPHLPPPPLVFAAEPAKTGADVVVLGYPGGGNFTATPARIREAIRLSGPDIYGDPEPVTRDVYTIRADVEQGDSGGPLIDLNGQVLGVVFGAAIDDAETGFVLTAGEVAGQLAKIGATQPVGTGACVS
UGM FP inh – Mtb UDP-galactopyranose mutase inhibition; P9WIQ1; purified UGM, fluorescence polarization probe displacement; inhibition, % at 10 µM; 320,000 tested, 0.06% active; AID 504406; in the data active = inhibition above about 10%, passing the limit was not always enough
BoNT-F LC inh – inhibitors of Botulinum neurotoxin F light chain protease | Multiplex microsphere protease cleavage assay, flow cytometry | inhibition, % at 10 µM | 360,000 tested, 0.22% active | AID 588497; in the data active = inhibition above about 35%, passing the limit was not always enough; note: plate controls were buffer without enzyme for full effect and enzyme alone for no effect
MazF activator – increases E. coli MazEF RNase cleavage of RNA; FAM/BHQ RNA-DNA oligo cleavage fluorescence, 5 h; activation, % at 20 µM; 350,000 tested, 0.32% active; in the data active = activation above about 50%
Target sequence (P0AE70 whole entry, looked up): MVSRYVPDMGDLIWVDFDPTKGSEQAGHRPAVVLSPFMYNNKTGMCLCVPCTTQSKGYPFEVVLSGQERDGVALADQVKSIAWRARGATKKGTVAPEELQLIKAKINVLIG
FadD28 binding – M. tuberculosis FadD28 bisubstrate binding inhibition; AID 588549; inhibition, % at 12.5 µM; 360,000 tested, 0.22% active; FadD28 bisubstrate probe binding, fluorescence polarization; in the data active = inhibition above about 8.5%, passing the limit was not always enough
PrPC surface inh – cell surface PrPC inhibition, primary TR-FRET screen; P04156; TR-FRET read-out; inhibition, % at 13.8 µM; 370,000 tested, 0.43% active; AID 720596; in the data active = inhibition above about 24%; note: 0% = median of the test wells and 100% = reference compound wells
* = called active by the depositor; nt = not tested or not shown; + = active, no number; & = joins results of further samples. Compounds as they come; about 4.8% have a hit in one of these screens.

1) CCN(CC)Cc1c(O)ccc2cc(-c3nc4ccccc4n3C)c(=O)oc12
2) O=c1oc(CCCO)cc2ccc(C#CC3(O)CCCCC3)cc12
3) CCCNC(=S)N1CCC(c2nc3cc(C)c(C)cc3[nH]2)CC1
4) O=C(O)c1cnc(-c2ccccc2)nc1Oc1ccccc1
5) COc1ccc(/C=C/C(=O)OCC(=O)NC(C)CCc2ccccc2)cc1 (stereo not given)
6) C[C@H](CO)N1C[C@H](C)[C@@H](CN(C)S(=O)(=O)c2ccc(F)cc2)OCc2cn(nn2)CCCC1=O
Compound	1	2	3	4	5	6
GDH-TPI counter	12	16	6	4	11	5
Mtb BioA inh	-1.8	0.3	0.3	-0.3	-4.3	-4.6&0.1
Mtb FBA inh	+	10	3	4	-1	0
Rv3671c protease	4	4	-1	-4	-4	nt
UGM FP inh	1.1	-2.4	-0.7	2.6	4.8	nt
BoNT-F LC inh	-13	8	-10	-3	-4	2
MazF activator	1	1	1	-14	8	0
FadD28 binding	1.5	0.1	-2.1	-1.3	-1.6	-1.4
PrPC surface inh	-8	9	4	8	-8	-4

7) O=C1CCC/C=C/C[C@@H](CC(=O)N(CCO)Cc2ccccc2)C(=O)NC[C@@H](c2ccccc2)O1
8) COc1ccc(S(=O)(=O)N(c2onc(C)c2Cl)S(=O)(=O)c2ccc(OC)cc2)cc1
9) Cc1ccc(NS(=O)(=O)c2ccc(-c3coc(C)n3)cc2)c(Br)c1
10) O=C(NCCc1c[nH]c2ccccc12)c1cnc2sccn2c1=O
11) COc1ccc(CC(=O)NC(C)c2nnc(SCCOc3ccc(OC)cc3)n2C)cc1 (stereo not given)
12) Cc1ccc(S(=O)(=O)CCNC(=O)Cc2ccc(Cl)cc2)cc1
Compound	7	8	9	10	11	12
GDH-TPI counter	12	-1	-7	23	1	1
Mtb BioA inh	-0.2	0.2	2.9	22	0.5	nt
Mtb FBA inh	5	4	-8	1	-2	2
Rv3671c protease	4	0	1	1	4	5
UGM FP inh	-2.1	-1.2	-0.1	0.5	-1.8	3.1
BoNT-F LC inh	0	-6	1	2	2	-13
MazF activator	8	3	-3	-9	2	0
FadD28 binding	-2.8	2.1	-4.9	-0.8	-4.2	-1.4
PrPC surface inh	0	1	1	13	0	6

Looked up by compound from the list above:
11) COc1ccc(CC(=O)NC(C)c2nnc(SCCOc3ccc(OC)cc3)n2C)cc1 (stereo not given)
9) Cc1ccc(NS(=O)(=O)c2ccc(-c3coc(C)n3)cc2)c(Br)c1
Compound	11	9
GDH-TPI counter	1	-7
Mtb BioA inh	0.5	2.9
Mtb FBA inh	-2	-8
Rv3671c protease	4	1
UGM FP inh	-1.8	-0.1
BoNT-F LC inh	2	1
MazF activator	2	-3
FadD28 binding	-4.2	-4.9
PrPC surface inh	0	1

Other structures follow.
13) CSc1ccccc1NC(=O)CN(C)C(=O)C1CCN(C(=O)Nc2ccccc2)CC1
14) CC(C(=O)c1ccccc1)N1C(=O)c2ccccc2C1=O (stereo not given)
15) O=[N+]([O-])c1ccc(/C=N/N/C(=N/c2ccccn2)c2ccccn2)cc1
16) Cc1cc(C)n(CCN(C)C(=O)C2CCC(=O)N(CCc3cccc(F)c3)C2)n1 (stereo not given)
17) Cc1cc(NS(=O)(=O)c2ccc(NC(=O)CN3C(=O)c4ccccc4C3=O)cc2)nc(C)n1
18) COC(=O)C(CC(C)C)NC(=O)/C=C/c1ccc(Cl)cc1 (stereo not given)
Compound	13	14	15	16	17	18
GDH-TPI counter	6	-1	25	6	17	7
Mtb BioA inh	1.4	nt	-0.9	nt	0.3	nt
Mtb FBA inh	5	0	-4	1	-3	2
Rv3671c protease	3	6	-7	-6	5	-8
UGM FP inh	2.1	-0.3	-0.2	2.4	3.7	-1.2
BoNT-F LC inh	nt	-8	1	2	-1	-6
MazF activator	-1	-3	5	5	5	-1
FadD28 binding	-3.0	-1.8	3.4	2.1	1.2	-3.2
PrPC surface inh	-1	1	-21	-1	3	0

19) Cc1ccccc1CN1CCN(S(=O)(=O)c2ccc(Cl)s2)CC1
20) Cc1nn(-c2ccccc2)c(C)c1/C=N/NC(=O)CSc1nnc(SCc2cccc3ccccc23)s1
21) Brc1ccc(C[n+]2ccccc2)cc1
22) O=C(CCn1c(=O)oc2ccccc21)Nc1cccc(Br)c1
23) CCCCC(=O)O[C@]1(C(=O)CO)CC[C@H]2[C@@H]3CCC4=CC(=O)CC[C@]4(C)[C@H]3[C@@H](O)C[C@@]21C
24) O=C(C1CCN(C2CCN(C/C(Cl)=C/c3ccccc3)CC2)CC1)N1CCOCC1
Compound	19	20	21	22	23	24
GDH-TPI counter	6	18	-4	0	7	3
Mtb BioA inh	-2.4	nt	-1.4	-1.0	17	nt
Mtb FBA inh	4	0	-2	-2	-2	3
Rv3671c protease	4	-87	-7	1	4	-3
UGM FP inh	-1.9	0.6	1.0	0.9	0.7	-2.5
BoNT-F LC inh	-6	-1	-6	0	-2	2
MazF activator	-9	-28	5	3	3	3
FadD28 binding	-2.4	-0.3	-3.9	-4.7	-2.1	-4.1
PrPC surface inh	-13	1	0	7	11	-5

Profiles as entered above:
COc1ccc(S(=O)(=O)N(c2onc(C)c2Cl)S(=O)(=O)c2ccc(OC)cc2)cc1 is listed with GDH-TPI counter = -1; Mtb BioA inh = 0.2; Mtb FBA inh = 4; Rv3671c protease = 0; UGM FP inh = -1.2; BoNT-F LC inh = -6; MazF activator = 3; FadD28 binding = 2.1; PrPC surface inh = 1
CCCNC(=S)N1CCC(c2nc3cc(C)c(C)cc3[nH]2)CC1 is listed with GDH-TPI counter = 6; Mtb BioA inh = 0.3; Mtb FBA inh = 3; Rv3671c protease = -1; UGM FP inh = -0.7; BoNT-F LC inh = -10; MazF activator = 1; FadD28 binding = -2.1; PrPC surface inh = 4

Later entries.
25) CCOc1ccc(C(=O)O/N=C(\N)c2ccccn2)cc1OCC
26) COc1ccc(C=O)cc1Cn1ccnc1
27) Cc1ccc(-c2cc(C(=O)Nc3c(C)n(C)n(-c4ccccc4)c3=O)c3ccccc3n2)cc1
28) CC(Oc1ccc2c(-c3ccccc3)cc(=O)oc2c1)C(=O)N1CCC[C@@H]1C(N)=O (stereo not given in full)
29) C[C@H](NC(=O)C1CCN(S(=O)(=O)c2ccccc2)CC1)C(=O)NCc1ccc(Cl)c(Cl)c1
30) Cc1ccsc1C1Nc2ccc3ncccc3c2C2=C1C(=O)CCC2 (stereo not given)
Compound	25	26	27	28	29	30
GDH-TPI counter	6	0	23	3	-10	14
Mtb BioA inh	-2.6	2.7	-0.1	5.2	0.4	8.1
Mtb FBA inh	0	-4	1	4	-2	-1
Rv3671c protease	3	4	-7	-1	-3	6
UGM FP inh	0.8	-3.4	-1.2	1.4	1.2	0.1
BoNT-F LC inh	-7	1	2	-5	2	0
MazF activator	7	-14	2	7	7	-3
FadD28 binding	-3.3	-2.1	-0.9	1.6	-3.3	-0.9
PrPC surface inh	8	6	-5	-7	7	-8
